Screening data (PubChem)
AMA1-RON2 inh = qHTS for Inhibitors of AMA1-RON; Towards Development of Antimalarial Drug Lead: Primary Screen. AlphaScreen AMA1-biotinylated RON2 peptide binding. Plasmodium falciparum AMA1 (3D7) - RON2 peptide interaction. AID 720542, 2013. actives 0.2% (n = 360,000). Potency, µM (highest dose often 58.2 µM), inactives show at the highest dose activity change, negative = inhibition, most hits filed as inhibitors;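 further: potency means the concentration at half of the fitted maximal effect; 0% = vehicle wells and -100% = peptide control; nearly all actives have a fitted effect of over 45% in size; some results filed as inactive show a strong effect at the top dose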
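AMA1 (3D7) with his tag at 25 nM final met compounds first, then biotinylated RON2 peptide at 25 nM; detection used donor plus acceptor beads, 10 µg/mL apiece, read by AlphaScreen after 30 min at room temperature.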
AmpC inh no detg = qHTS Inhibitors of AmpC Beta-Lactamase (assay without detergent); AmpC nitrocefin hydrolysis, absorbance 480 nm, 0.0001% Triton; AID 485341, 2010; actives 0.52% (n = 330,000); Potency, µM (titrated, usually from 57.1 µM), inactives show at the highest dose activity change, negative = inhibition, hits mostly inhibitors;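 further: potency means the concentration at half of the fitted maximal effect; plate controls were no compound for no effect and no enzyme for full effect; nearly all actives have a fitted effect of over 20% in size; some results filed as inactive show a strong effect at the top dose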
Target sequence (P00811 whole entry, looked up): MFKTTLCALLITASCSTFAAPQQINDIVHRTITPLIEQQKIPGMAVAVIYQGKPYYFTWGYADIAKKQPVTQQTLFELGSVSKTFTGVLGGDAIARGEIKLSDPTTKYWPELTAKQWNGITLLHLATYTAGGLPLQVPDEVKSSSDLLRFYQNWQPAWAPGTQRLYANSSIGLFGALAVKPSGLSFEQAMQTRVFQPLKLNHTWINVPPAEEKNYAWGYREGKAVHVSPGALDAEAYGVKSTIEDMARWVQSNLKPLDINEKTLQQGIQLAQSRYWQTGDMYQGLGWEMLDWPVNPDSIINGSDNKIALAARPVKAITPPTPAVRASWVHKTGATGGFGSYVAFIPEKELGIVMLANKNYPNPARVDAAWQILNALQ
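20 mM phosphate pH 7.0 + 0.01% (detergent screen) or 0.0001% Triton X-100; 5.3 nM AmpC reagent; cpd preinc 15 min RT; nitrocefin (800 uM stock) to start; A480 q20 s × 4 min; Activity was normalised to no-enzyme and no-compound control wells.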
Giardia FBPA inh = qHTS Assay for Inhibitors of Fructose-1,6-bisphosphate Aldolase from Giardia Lamblia | A8B2U2 | actives 0.71% (n = 290,000) | Potency, µM (titrated, usually from 59.6 µM), without a hit: at the top dose activity, negative = inhibition, actives largely listed as inhibitors | AID 2451, 2010 | purified Giardia FBPA; further: potency means the concentration at half of the fitted maximal effect; on the % scale 0 is the no-effect control and ±100 the full control effect; nearly all actives have a fitted effect of over 55% in size
Target sequence (A8B2U2 whole entry, looked up): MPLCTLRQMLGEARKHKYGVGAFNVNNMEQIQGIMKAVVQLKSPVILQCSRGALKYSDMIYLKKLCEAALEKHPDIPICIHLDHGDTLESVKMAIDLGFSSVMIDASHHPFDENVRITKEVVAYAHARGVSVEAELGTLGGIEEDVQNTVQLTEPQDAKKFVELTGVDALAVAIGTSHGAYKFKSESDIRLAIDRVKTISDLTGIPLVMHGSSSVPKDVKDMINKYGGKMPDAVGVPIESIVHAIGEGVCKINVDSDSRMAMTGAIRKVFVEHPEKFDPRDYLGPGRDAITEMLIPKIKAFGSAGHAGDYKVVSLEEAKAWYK
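Giardia FBPA (40 nM reagent) was preincubated 10 min at RT with compound (up to 57.5 uM final), then substrate plus GAPDH/TPI/NAD/arsenate coupling system with diaphorase/resazurin was added; resorufin fluorescence (525/598 nm) was read after 20 min.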
Shiga inhibitor = A qHTS for Small Molecule Inhibitors of Shiga Toxin; Vero cells, Shiga toxin protein synthesis inhibition reporter; inhibition, % at 38.7 µM; actives 9.2% (n = 290,000); AID 2315, 2010; in the data active means inhibition mostly above about 28%, no sharp cut-off; inactive means mostly below about 43%; further: 0% is about no effect
AmpC detergent = qHTS Inhibitors of AmpC Beta-Lactamase (assay with detergent); P00811; AmpC hydrolysis of nitrocefin, absorbance 480 nm, 0.01% Triton; Potency, µM (titrated, usually from 114 µM), for inactives: top-dose activity change, negative = inhibition, actives largely listed as inhibitors; actives 0.041% (n = 370,000); AID 485294, 2010;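 further: potency means the concentration at half of the fitted maximal effect; 0% = no-compound wells and -100% = no-enzyme wells; nearly all actives have a fitted effect of over 25% in size; some results filed as inactive show a strong effect at the top dose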
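20 mM phosphate pH 7.0 + 0.01% (detergent screen) or 0.0001% Triton X-100; 5.3 nM AmpC reagent; cpd preinc 15 min RT; nitrocefin (800 uM stock) to start; A480 q20 s × 4 min; Activity was normalised to no-enzyme and no-compound control wells.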
CHX counter = Cycloheximide Counterscreen for Small Molecule Inhibitors of Shiga Toxin | actives 12% (n = 300,000) | AID 2314, 2010 | max response, % | cell reporter, cycloheximide protein synthesis inhibition counterscreen; in the data active means max response mostly above about 13%, no sharp cut-off; inactive means mostly below about 14%; further: read at 38.3 µM for the half of the compounds with a filed dose; 0% is about no effect
HCMV inh = qHTS Assay for inhibitors of the human cytomegalovirus (HCMV) | HFF cells, HCMV-luciferase reporter, 72 h; stronger effect = lower value | actives 4.5% (n = 410,000) | activity change, negative = inhibition, % at 57.5 µM; in the data active means activity change below about -60%; inconclusive means no clear call, values can overlap the other calls; inactive means above about -39%; further: on the % scale 0 is the no-effect control and ±100 the full control effect
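Compounds were evaluated in HFFs infected with an HCMV luciferase reporter virus (MOI 1 PFU/cell). Luciferase in lysates collected 72 h post infection served as the replication measure.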
* marks the source's active call; other numbers are inactive results; u = inconclusive; x = not tested or not shown; [ ] = remark or other dose. Unless noted, the call rests on the fitted dose curve; in most records, active means well fitted curve in the direction sought with a large enough effect; inconclusive means small, poorly fitted or top-dose-only effect, or another doubt; inactive means no such curve, though single readings can be large; an effect the other way counts as inactive or inconclusive.

smiles	AMA1-RON2 inh	AmpC inh no detg	Giardia FBPA inh	Shiga inhibitor	AmpC detergent	CHX counter	HCMV inh
COC(=O)C1C(O)C(C)C(O)C(C)(O)/C=C\C=C(/C)C(=O)Nc2c(C)c(OC(C)=O)c3c(c2O)C(=O)C(C)=C2OCOC(=C23)/C(C)=C/C(C)(O)C(O)C(C)C1O (stereo not given)	7%	154%[activator]	u	2	1%	1	34
COC(=O)c1ccc(CN2CCN(Cc3ccccc3)C(CCO)C2)cc1 (stereo not given)	5%	9%	-1%	-7	9%	-4	-22
O=c1[nH]cccc1-c1nc2ccccc2n1Cc1cccc(F)c1	-1%	-14%	18%	2	-1%	23	-10
COc1ccc([C@@H]2Sc3cc(OC)ccc3N(CCN(C(C)C)C(C)C)C(=O)[C@H]2OC(C)=O)cc1	-6%	191%[activator]	-9%	-5	-3%	-6	11
CCCc1cc(C(=O)N2CCN(c3ccc(C(F)(F)F)cn3)CC2)sc1C	6%	49%	3%	4	-1%	-1	-2
CCOc1ccc(N(C(=O)c2snc(C(N)=O)c2N)C(C(=O)NCC2CCCO2)c2c[nH]c3ccccc23)cc1 (stereo not given)	u	133%[activator]	0%	-13	-4%	2	u
COP(=O)(CN(Cc1ccccc1)C(=S)Nc1c(C)cccc1C)OC	2%	4%	0%	9	1%	5	33
O=C1CCNc2ccc(-c3ccccc3)cc21	9%	-14%	u	75*	-21%	38*	-29

Record cards (already shown). Order of screens: AMA1-RON2 inh | AmpC inh no detg | Giardia FBPA inh | Shiga inhibitor | AmpC detergent | CHX counter | HCMV inh
`COc1ccc([C@@H]2Sc3cc(OC)ccc3N(CCN(C(C)C)C(C)C)C(=O)[C@H]2OC(C)=O)cc1` is entered as -6% | 191%[activator] | -9% | -5 | -3% | -6 | 11
`COC(=O)C1C(O)C(C)C(O)C(C)(O)/C=C\C=C(/C)C(=O)Nc2c(C)c(OC(C)=O)c3c(c2O)C(=O)C(C)=C2OCOC(=C23)/C(C)=C/C(C)(O)C(O)C(C)C1O` (stereo not given) is entered as 7% | 154%[activator] | u | 2 | 1% | 1 | 34

The list continues:
smiles	AMA1-RON2 inh	AmpC inh no detg	Giardia FBPA inh	Shiga inhibitor	AmpC detergent	CHX counter	HCMV inh
O=C(CCCN1C(=O)c2cccc3cccc(c23)C1=O)Nc1ccon1	-2%	-11%	1%	-3	2%	-4	-14
Cc1ccc(S(=O)(=O)N2CCN(c3nc(C)c4c(c3C#N)CC(C)(C)OC4)CC2)cc1	-4%	12%	1%	-22	u	-4	-24
COc1ccc(CNC(=O)CN2C(=O)CSc3ccc(S(=O)(=O)N4CCCCC4)cc32)cc1	-5%	-44%	5%	-4	1%	10	-26
COc1ccc([C@H]2CC(=O)C=C(c3cccc(Br)c3)C2)cc1	-13%	-53%	x	x	-2%	x	-27
CC(OC(=O)C12CC3CC(CC(O)(C3)C1)C2)C(N)=O (stereo not given)	7%	-13%	7%	-4	-5%	1	-2
CCOC(=O)Cc1c(Cl)c2ccccc2[nH]c1=O	-9%	-19%	5%	-1	-1%	1	-28
COc1ccc(-c2cc(=O)[nH]c(=O)[nH]2)cc1	5%	-30%	3%	14	-9%	-1	-2
CSc1nnc(-c2ccccc2)c(-c2ccccc2)n1	-5%	-12%	7%	-5	2%	1	u
COc1ccc(C2c3c(oc4ccccc4c3=O)C(=O)N2c2ccccn2)cc1 (stereo not given)	17%	-11%	26%	-6	u	-5	11
CC#CCN1C(=O)N[C@@H](c2ccccc2)C(C(=O)OC)=C1C	-7%	x	2%[12.9 µM]	x	x	x	-13
COc1ccc2c([N+](=O)[O-])c(Cl)[nH]c2c1	-20%	-27%	u	-19	7%	2	31
O=C(Nc1ccccc1)c1c2c(nc3ccccc13)CCCC2	1%	-5%	5%	28	-6%	1	0
CCOC(=O)[C@H]1[C@H]2COc3ccc(Cl)cc3[C@@H]2N2C(=O)CN(C)C(=O)[C@@]12C	6%	36%	x	x	0%	x	19
COc1ccc(-n2c(=O)c3ccccc3c3ccccc3c2=O)cc1	12%	-30%	-6%	-9	-11%	-4	28
C/C(=N\N1CCN(Cc2ccccc2Cl)CC1)c1ccc(F)cc1	-8%	22%	3%	7	2%	0	-9
CCCC(=O)Nc1cccc(Oc2nc(C)cc(C)c2C#N)c1	5%	-10%	8%	6	3%	-2	-17
CC(=O)c1ccc(NS(=O)(=O)c2ccc(C(C)(C)C)cc2)cc1	6%	-39%	5%	14	4%	-2	-18
C=CCNC(=S)NCCO	-5%	-13%	u	-5	3%	5	45
O=C(COc1ccccc1F)NNC(=O)c1cc(Br)ccc1Cl	92%[activator]	-6%	x	x	x	x	u
O=C(CSc1nc2ccc(Cl)cc2[nH]1)N1CCN(C(=O)c2ccco2)CC1	21%	-6%	-5%	-1	-3%	-2	-65*
O=C(NCc1cccs1)c1ccncc1	0%	1%	6%	16	-2%	-1	11
O=C(NCc1ccccc1)C(c1ccncc1)N(C(=O)c1csnn1)C1CC1 (stereo not given)	0%	-23%	-2%	-8	-2%	-5	17
Cc1ccc(C(=O)Cn2nnc3c(sc4nc5c(c(-c6ccccc6)c43)CCC5)c2=O)cc1	5%	-15%	4%	-6	5%	-8	-32
CCCN(CCC)C(=O)C1c2ccccc2Oc2ccccc21	-6%	-1%	0%	10	-2%	3	-20
Cn1c(N)c(C(=O)CSc2nnc(-c3ccccc3F)n2N)c(=O)n(C)c1=O	9%	2%	0%	-8	-2%	0	-10
C=CCNc1nc2c(c(=O)n(C)c(=O)n2C)n1Cc1ccc(F)cc1	-3%	-2%	0%	-8	u	-3	-79*
O=C(CNC(=S)N(CCCN1CCOCC1)Cc1cccs1)NCCN1CCOCC1	-13%	-14%	-1%	-12	-14%	-2	35
CCCn1c(NC(=O)C23CC4CC(CC(O)(C4)C2)C3)nc2ccccc21	87%[activator]	-27%[11.4 µM]	7%	3	u	-2	u
O=C(Cc1ccccc1)N1CCN(CC2CC3C=CC2C3)CC1 (stereo not given)	-11%	-2%	-18%	-11	-4%	-3	17
O=C1c2cccnc2C(Nc2ccc(S(=O)(=O)N3CCCCC3)cc2)N1Cc1ccccc1 (stereo not given)	0%	72%[activator]	-5%	-12	-6%	-2	2
CC(C)COc1ccc(CNC(=S)Nc2ccccc2)cc1Cl	78%[activator]	-37%	8%	-3	-2%	-3	-26
CCNC(=O)CC1C(=O)N(c2ccccc2)C(=O)N1Cc1ccc(OC)cc1 (stereo not given)	0%	-5%	2%	-2	-7%	13*	1
O=C(O)c1ccc(COc2c(F)c(F)cc(F)c2F)cc1	-1%	-14%	28%	11	-10%	7	20
CCN1CCN(Cc2ccc3c(c2)Cc2ccccc2-3)CC1	x	40%	0%	28	-6%	21	x
O=C(CCNS(=O)(=O)c1ccc(Br)cc1)NCc1cccs1	-4%	-24%	11%	-14	-8%	1	-18
COc1cccc(-c2cc(C(F)(F)F)n3ncc(C(=O)NCC4CCCO4)c3n2)c1 (stereo not given)	-25%	0%	1%	34	0%	-1	-26
CCCNC(=O)C(Cc1ccccc1)NS(=O)(=O)c1cccc2nsnc12 (stereo not given)	8%	-6%	-9%	-8	-11%	-1	3
O=C(CCNC(=O)c1ccccc1Cl)N/N=C\c1ccc(O)cc1	114%[activator]	-17%	-28%	-4	0%	-2	0
Cc1ccc(S(=O)(=O)Cc2cc(-c3ccc(Cl)cc3)no2)cc1	15%	0%[2.29 µM]	-5%	9	-11%	1	-28
Cc1ccc(C(=O)OCC(=O)Nc2ccc3[nH]c(=O)[nH]c3c2)cc1S(=O)(=O)N1CCOCC1	-5%	-4%	x	x	2%	x	9
Cc1nc(NC(=O)c2ccccc2)sc1-c1csc(NCc2ccccc2)n1	0%	-19%	-3%	-6	1%	19	u
COC(=O)Cn1c(=NC(=O)c2nc3ccccc3s2)sc2cc(S(N)(=O)=O)ccc21	0%	-21%	1%	23	-1%	2	-89*
O=C(NC1CCCCCCC1)c1cc([N+](=O)[O-])ccc1Cl	5%	-25%	-1%	-7	u	1	-24
CC(=O)c1cc(F)c(N2CCN(C(=O)C(C)(C)C)CC2)cc1C	6%	79%[activator]	0%	15	-9%	6	17
Cc1ccc([N+](=O)[O-])cc1NC(=O)Nc1onc(C)c1C	-3%	-10%	1%	-3	2%	-2	-17
CCOC(=O)CSc1ccc(C(=O)NCCCN2CCOCC2)cc1[N+](=O)[O-]	-9%	-24%	-6%	-15	-14%	-3	-24
O=C1CC(N2CCN(c3ccccc3Cl)CC2)C(=O)N1c1cccc(F)c1 (stereo not given)	-15%	38%	3%	-3	-9%	-3	46
CCN(CC)CCN(C(=O)c1cccc(N2C(=O)CCC2=O)c1)c1nc2cc3c(cc2s1)OCO3	2%	-8%	-8%	-7	1%	3	-12
C=CCn1cccc(C(=O)Nc2ccc(OCC)cc2)c1=O	17%	-1%	0%	95*	-15%	35*	-63*
C#CCOCCOCCOCCNc1nc(N2CCN(C(=O)CCCCCCCCCCNC(=O)[C@@H](CCSC)n3cc(CCO)nn3)CC2)nc(N2CCN(C(=O)CCCCCCCCCCNC(=O)[C@H]([C@@H](C)CC)n3cc(CCCCN=C(N)N)nn3)CC2)n1	u	288%[activator]	x	x	u	x	x
CCC(C)C(NC(=O)OC(C)(C)C)C(=O)NCc1ccco1 (stereo not given)	-4%	-1%	7%	-15	-14%	-3	28
COc1cc(CN(C)C)cc(C=O)c1O	10%	-3%	-11%	-7	-6%	-4	x
NC(N)=Nc1nc2ccccc2o1	16%	-17%	-2%	20	-1%	18	19
O=C(/C=C/c1ccccc1)NC(=S)Nc1cccnc1	2%	-14%	-2%	-2	3%	12	22
O=C(O)c1ccc(N/N=C/c2ccc3ncccc3c2)cc1	27%	-11%	-6%	46*	-2%	40*	2
Cc1ccc(CN2CCN(CC(=O)N/N=C/c3ccc(C)o3)CC2)cc1	34%[activator]	23%	-18%	18	-4%	0	-26
O=C(OC(C(=O)NCC1CCCO1)c1ccc(F)cc1)c1cccs1 (stereo not given)	4%	-3%	3%	11	-3%	0	-11
